Source: PubChem
NR2E3 ag-1: inhibitors of NR2E3-RetCOR corepressor binding, primary screen, NR2E3 agonist project, biochemical, TR-FRET, GST-NR2E3, biotin-RetCOR. Photoreceptor-specific nuclear receptor (Homo sapiens), Q9Y5X4. 1536-well. inhibition of corepressor binding, % at 4.78 µM. 0.12% of 320,000 active. AID 2300, 2010;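 active = percent inhibition above the cutoff of mean plus 3 SD of all tested compounds, set per screening campaign, cut at about 20% in these data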;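 note: 0% = DMSO wells and 100% = biotin wells as full block of FRET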
Target sequence (Q9Y5X4 whole entry, looked up): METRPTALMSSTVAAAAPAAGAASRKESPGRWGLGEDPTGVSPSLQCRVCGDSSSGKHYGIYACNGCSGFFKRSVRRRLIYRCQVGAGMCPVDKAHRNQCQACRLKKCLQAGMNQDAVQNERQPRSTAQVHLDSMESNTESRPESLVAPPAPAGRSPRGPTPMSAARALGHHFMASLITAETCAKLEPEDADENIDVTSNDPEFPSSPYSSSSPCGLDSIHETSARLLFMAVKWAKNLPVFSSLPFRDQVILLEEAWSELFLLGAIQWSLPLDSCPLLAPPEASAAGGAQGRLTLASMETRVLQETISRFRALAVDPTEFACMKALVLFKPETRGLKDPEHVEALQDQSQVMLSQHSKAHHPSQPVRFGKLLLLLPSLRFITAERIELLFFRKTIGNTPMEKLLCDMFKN
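Material: NR2E3–RetCOR corepressor complex | Quantity: 1.35 nM GST-tagged NR2E3 final | Schedule: 5 h at 4 °C | Replication: Singlicate compound wells | Reagent: RetCOR corepressor, biotinylated, 7 nM | Controls: Biotin wells as high control, 0.6% DMSO wells as low control | Signal: TR-FRET, Eu(K)-anti-GST donor, streptavidin-D2 acceptor, ex 340, em 617/671 nm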
NR2E3 ag-2: NR2E3 agonists in two-hybrid cells, primary screen, cell-based, luminescence, CHO-S, Gal4-NCOR/VP16-NR2E3; Photoreceptor-specific nuclear receptor (Homo sapiens), Q9Y5X4; luciferase; inhibition of corepressor binding, % at 3.98 µM; 0.35% of 360,000 active; AID 602229, 2012;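 active = inhibition above the mean of all tested compounds plus 3 SD, cut at about 70% in these data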;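 note: 0% = DMSO with NR2E3 transfected cells and 100% = cells lacking NR2E3 construct; higher means lower luciferase signal from less NR2E3 corepressor binding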
HIF-2a block: HIF-2a reporter inhibitors, primary screen, luminescence, 786-0 RCC cells | 0.72% of 360,000 active | inhibition, % at 18.8 µM | 786-0 RCC cells HIF-2a reporter, luciferase luminescence, overnight | AID 624352, 2012;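 active = inhibition of the luminescence signal of 40% or more relative to plate controls, in a single-dose primary screen at 18.75 µM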
Peg3 prom inh: Peg3 promoter-driven luciferase inhibitors, primary screen, cell-based, HeLa, luciferase luminescence. HeLa PEG-Prom luciferase reporter, overnight. inhibition, % at 20 µM. 1.7% of 360,000 active. AID 588405, 2011;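 active = inhibition of at least 50% at 20 µM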
KKLEB tox: cytotoxicity in KKLEB CF airway cells, primary screen, cytotoxicity control for CF NF-kB inhibitor project, cell-based, uHTS, fluorescence assay plates | KKLEB CF airway cells viability, ATPlite luminescence, overnight; hits give low values; cells stimulated with P. aeruginosa culture filtrate | activity change (cytotoxicity), % at 5 µM | 0.36% of 360,000 active | AID 602141, 2011;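 active = corrected activity change at or below -50% at 5 µM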
PDI turbidity: inhibitors of human PDI, primary screen, biochemical, turbidity, single point, plate reader | Protein disulfide-isomerase (Homo sapiens), P07237 | PDI insulin aggregation turbidity, A650, 90 min | inhibition, % at 10 µM | 0.052% of 350,000 active;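 active = mean inhibition across replicates of 30% or more, whatever share of single replicates reach that level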;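 note: absorbance from insulin aggregation driven by PDI reduction with DTT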
Target sequence (P07237 whole entry, looked up): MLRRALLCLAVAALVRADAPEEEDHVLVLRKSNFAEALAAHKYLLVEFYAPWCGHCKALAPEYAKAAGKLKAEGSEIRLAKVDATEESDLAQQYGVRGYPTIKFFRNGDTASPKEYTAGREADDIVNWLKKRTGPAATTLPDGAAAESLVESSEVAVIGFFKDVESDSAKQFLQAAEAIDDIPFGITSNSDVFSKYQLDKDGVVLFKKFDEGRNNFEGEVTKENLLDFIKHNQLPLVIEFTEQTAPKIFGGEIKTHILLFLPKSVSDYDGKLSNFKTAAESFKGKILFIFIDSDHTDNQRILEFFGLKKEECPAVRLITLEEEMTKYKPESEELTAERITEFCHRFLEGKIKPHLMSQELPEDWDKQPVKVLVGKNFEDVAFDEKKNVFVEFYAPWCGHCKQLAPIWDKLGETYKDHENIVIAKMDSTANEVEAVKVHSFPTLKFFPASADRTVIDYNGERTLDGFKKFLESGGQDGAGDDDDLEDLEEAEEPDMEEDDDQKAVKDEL
Vif imaging: HIV Vif self-association inhibitors, primary screen, imaging, HEK293T, single point; 0.35% of 340,000 active; HEK293T cells, Vif self-association by quenched fluorescence, 24 h; inhibition, % at 7.49 µM; in the data active = inhibition above about 50%, passing the limit was not always enough; note: some results filed as inactive read as strong as hits
TRPM1 prom inh: inhibitors of MITF-dependent TRPM1 promoter reporter, primary screen, cell-based, SK-MEL-5, single point, luciferase; inhibition, % at 12.5 µM; SK-MEL-5 TRPM1 promoter luciferase, 24 h; 0.83% of 330,000 active;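 active = mean inhibition across replicates of 60% or more, whatever share of single replicates reaches that level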; note: values of inactives mirror those of a sister screen read the other way
Shn3 inh set2: reduction of Shn3 3'UTR firefly luciferase signal, primary screen, Schnurri-3 inhibitor project, cell-based, Clone20 osteoblasts, set 2. Clone20 osteoblast Shn3 3'UTR firefly luciferase, 24 h. inhibition, % at 12.5 µM. 0.52% of 360,000 active;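 active = mean inhibition of at least 75% with every replicate also reaching 75%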;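 note: 0% = median of neutral control wells and 100% = pilot-screen positive control compound; some compounds past the cut are filed as inactive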
CF NFkB block: inhibitors of PAF-induced NF-kB signaling, primary screen, cell-based, GFP fluorescence, uHTS; KKLEB NF-kB-GFP reporter, GFP fluorescence overnight; inhibition, % at 5 µM; 0.86% of 360,000 active; AID 588850, 2011;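 active = at least 50% inhibition at 5 µM, scaled per plate between neutral and stimulator controls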;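 note: PAF is a Pseudomonas aeruginosa culture filtrate used as stimulus; plate controls were PAF-stimulated DMSO wells for no effect and unstimulated DMSO wells for full effect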
CaV13 ICDI inh: Disruptors of the CACNA1D IQ motif to Ca2+-dependent inactivation inhibitor domain association, primary screening, Förster resonance energy transfer in intact living …; HEK cells, CFP/YFP FRET ICDI-IQ, plate reader, 10 min; percent FRET-ratio fall versus neutral wells; AID 743397; 0.098% of 340,000 active; inhibition, % at 12.3 µM;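 active = mean replicate inhibition of at least 30% and at least 1% of replicates passing that level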;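 note: 0% = median of the neutral control wells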
An asterisk follows results filed as active. An unsorted share of the library, and some 3.3% of all compounds hit somewhere here.

For CCOc1cc(C(=O)NCc2ccc(C)cc2)ccc1OCC(=O)N1CCOCC1 the results were NR2E3 ag-1 4, NR2E3 ag-2 -8, HIF-2a block 11, Peg3 prom inh 23, KKLEB tox 1, PDI turbidity -3, Vif imaging 0, TRPM1 prom inh -6, Shn3 inh set2 6, CF NFkB block -6 and CaV13 ICDI inh -4.
For COc1ccc(C)cc1C(=O)CCC(=O)Nc1ccccc1N1CCOCC1 the results were NR2E3 ag-1 -2, NR2E3 ag-2 -17, HIF-2a block 9, Peg3 prom inh 7, KKLEB tox -7, PDI turbidity 0, Vif imaging -12, TRPM1 prom inh 11, Shn3 inh set2 8, CF NFkB block 25 and CaV13 ICDI inh -5.
`N#CC(C#N)=C1NC2(CCCCC2)Cc2ccccc21` gave NR2E3 ag-1 -2, NR2E3 ag-2 -17, HIF-2a block 15, Peg3 prom inh 21, KKLEB tox -11, PDI turbidity -4, Vif imaging 1, TRPM1 prom inh 6, Shn3 inh set2 1, CF NFkB block 19 and CaV13 ICDI inh -2.
`C/C(CC(=O)Nc1c(C)cc(C)cc1C)=N\NC(=O)Cc1ccccc1` gave NR2E3 ag-1 5, NR2E3 ag-2 -20, HIF-2a block 6, Peg3 prom inh -2, KKLEB tox -2, PDI turbidity -2, Vif imaging -6, TRPM1 prom inh 4, Shn3 inh set2 -23, CF NFkB block -2 and CaV13 ICDI inh -5.
For COc1cc(-c2nc3cc(C)ccn3c2NC2CCCCC2)ccc1-c1ccc(C(C)=O)cc1 the results were NR2E3 ag-1 2, NR2E3 ag-2 -9, HIF-2a block -60, Peg3 prom inh 19, KKLEB tox -4, PDI turbidity 4, Vif imaging -8, TRPM1 prom inh -1, Shn3 inh set2 16, CF NFkB block 7 and CaV13 ICDI inh -7.
For CC(C)NC(=S)N/N=C/c1ccc(C(C)(C)C)cc1 the results were NR2E3 ag-1 1, NR2E3 ag-2 -27, HIF-2a block -91, Peg3 prom inh -65, KKLEB tox 3, PDI turbidity 0, Vif imaging 6, TRPM1 prom inh -16, Shn3 inh set2 -16, CF NFkB block 11 and CaV13 ICDI inh 5.
Screening O=C(O)CSCNC(=O)C12CC3CC(CC(C3)C1)C2 returned NR2E3 ag-1 2, NR2E3 ag-2 3, HIF-2a block 13, Peg3 prom inh -3, KKLEB tox 1, PDI turbidity -5, Vif imaging -3, TRPM1 prom inh 9, Shn3 inh set2 -4, CF NFkB block 6 and CaV13 ICDI inh -5.
`O=S(=O)(c1ccc(F)cc1)N1CCN(S(=O)(=O)c2ccc3c(c2)OCCO3)CC1` gave NR2E3 ag-2 -9, HIF-2a block 6, Peg3 prom inh 8, KKLEB tox -4, PDI turbidity -5, Vif imaging 3, TRPM1 prom inh -8, Shn3 inh set2 12, CF NFkB block 9 and CaV13 ICDI inh -4.
O=C(COc1ccccc1)Nc1cccc2c1CCCC2 was read as NR2E3 ag-1 2, NR2E3 ag-2 -20, HIF-2a block -9, Peg3 prom inh 7, KKLEB tox 8, PDI turbidity -18, Vif imaging -5, TRPM1 prom inh 4, Shn3 inh set2 -2, CF NFkB block 4 and CaV13 ICDI inh -5.
Screening COc1ccc(Cl)cc1NC(=O)COC(=O)c1ccc(C)o1 returned NR2E3 ag-1 4, NR2E3 ag-2 -15, HIF-2a block -1, Peg3 prom inh -12, KKLEB tox -8, PDI turbidity -1, Vif imaging 0, TRPM1 prom inh -5, Shn3 inh set2 -7, CF NFkB block -2 and CaV13 ICDI inh -15.
Screening COc1ccc(NC(=O)NC(C)c2ccc3c(c2)OCO3)c(OC)c1 (stereo unspecified) returned NR2E3 ag-1 -3, NR2E3 ag-2 -10, HIF-2a block 12, Peg3 prom inh 17, KKLEB tox 3, PDI turbidity 11, Vif imaging -4, TRPM1 prom inh 7, Shn3 inh set2 1, CF NFkB block 11 and CaV13 ICDI inh -3.
For COc1cccc(C(=O)C[n+]2cccc3cc(OC)ccc32)c1 the results were NR2E3 ag-1 0, NR2E3 ag-2 2, HIF-2a block 11, Peg3 prom inh 9, KKLEB tox -7, PDI turbidity -3, Vif imaging -3, TRPM1 prom inh 4, Shn3 inh set2 14, CF NFkB block -35 and CaV13 ICDI inh -3.
CCCCOC(=O)c1ccc(NC(=S)NC(=O)c2ccco2)cc1 was read as NR2E3 ag-1 0, NR2E3 ag-2 -35, HIF-2a block -23, Peg3 prom inh -30, KKLEB tox 33, PDI turbidity 2, Vif imaging -5, TRPM1 prom inh 0, Shn3 inh set2 2, CF NFkB block -44 and CaV13 ICDI inh -6.
`CC(=O)N1CC(C)Sc2ccc(S(=O)(=O)NC(C)c3ccccc3)cc21` (stereo unspecified) gave NR2E3 ag-1 2, NR2E3 ag-2 46, HIF-2a block 4, Peg3 prom inh 4, KKLEB tox 2, PDI turbidity 9, Vif imaging -3, TRPM1 prom inh 12, Shn3 inh set2 64, CF NFkB block 20 and CaV13 ICDI inh -15.
`CC(=O)N1CCc2cc(Br)cc(S(=O)(=O)N3CCN(c4ccccn4)CC3)c21` gave NR2E3 ag-1 0, NR2E3 ag-2 12, HIF-2a block 23, Peg3 prom inh 19, KKLEB tox -3, PDI turbidity -3, Vif imaging 2, TRPM1 prom inh -4, Shn3 inh set2 0, CF NFkB block 5 and CaV13 ICDI inh -5.
`CC(=O)Nc1ccc(NC(=O)CSc2ccc([N+](=O)[O-])cn2)cc1` gave NR2E3 ag-1 0, NR2E3 ag-2 -8, HIF-2a block -17, Peg3 prom inh -5, KKLEB tox -3, PDI turbidity -3, Vif imaging 1, TRPM1 prom inh -4, Shn3 inh set2 0, CF NFkB block -9 and CaV13 ICDI inh -15.
`COc1ccccc1OCC(=O)NNC(=O)Nc1ccccc1` gave NR2E3 ag-1 -1, NR2E3 ag-2 -19, HIF-2a block 18, Peg3 prom inh 13, KKLEB tox 1, PDI turbidity 10, Vif imaging -1, TRPM1 prom inh 2, Shn3 inh set2 4, CF NFkB block 8 and CaV13 ICDI inh -4.
For Cc1cc(OC(C)C(=O)NCCCn2ccnc2)c2c(C)cc(=O)oc2c1 (stereo unspecified) the results were NR2E3 ag-1 2, NR2E3 ag-2 -12, HIF-2a block -5, Peg3 prom inh 1, KKLEB tox -3, PDI turbidity -9, Vif imaging -4, TRPM1 prom inh 2, Shn3 inh set2 -3, CF NFkB block 1 and CaV13 ICDI inh -12.
For O=C(CN1CCN(C(=O)c2cccc(S(=O)(=O)N3CCCC3)c2)CC1)Nc1ccc(F)cc1 the results were NR2E3 ag-1 1, NR2E3 ag-2 -42, HIF-2a block -2, Peg3 prom inh -7, KKLEB tox 0, PDI turbidity -1, Vif imaging 3, TRPM1 prom inh -3, Shn3 inh set2 9, CF NFkB block -12 and CaV13 ICDI inh -5.
For COc1cc(OC)c(N2CC(C(=O)NCCC3=CCCCC3)CC2=O)cc1Cl (stereo unspecified) the results were NR2E3 ag-1 3, NR2E3 ag-2 -1, HIF-2a block 9, Peg3 prom inh -8, KKLEB tox 3, PDI turbidity -4, Vif imaging -7, TRPM1 prom inh -2, Shn3 inh set2 0, CF NFkB block -6 and CaV13 ICDI inh -6.
CC(NC(=O)OCc1ccccc1)C(=O)NCC1CCCO1 (stereo unspecified) was read as NR2E3 ag-1 0, NR2E3 ag-2 -8, HIF-2a block 11, Peg3 prom inh 14, KKLEB tox 10, PDI turbidity 13, Vif imaging -3, TRPM1 prom inh 5, Shn3 inh set2 14 and CF NFkB block 1.
COc1ccc(NC(=O)c2c(-c3c(Cl)cccc3Cl)noc2C)c(OC)c1 was read as NR2E3 ag-1 3, NR2E3 ag-2 -11, HIF-2a block 10, Peg3 prom inh 6, KKLEB tox 1, PDI turbidity -2, Vif imaging -6, TRPM1 prom inh 11, Shn3 inh set2 13, CF NFkB block -18 and CaV13 ICDI inh -3.
`CCOc1ccc(-c2noc(=O)[nH]2)cc1` gave NR2E3 ag-1 4, NR2E3 ag-2 5, HIF-2a block -18, Peg3 prom inh -14, KKLEB tox 2, PDI turbidity 4, Vif imaging 5, TRPM1 prom inh -13, Shn3 inh set2 0, CF NFkB block 4 and CaV13 ICDI inh 2.
C/C(=N\NC(=O)c1ccc(NS(=O)(=O)c2cccs2)cc1)c1ccc2c(c1)OCO2 was read as NR2E3 ag-1 -3, NR2E3 ag-2 9, HIF-2a block 14, Peg3 prom inh -15, KKLEB tox -1, PDI turbidity 2, Vif imaging -9, TRPM1 prom inh 11, Shn3 inh set2 -8, CF NFkB block -7 and CaV13 ICDI inh 4.
Screening COc1cc(/C=C2/C(=O)N(c3ccc([N+](=O)[O-])cc3)N=C2N2CCOCC2)ccc1O returned NR2E3 ag-1 29*, NR2E3 ag-2 1, HIF-2a block -61, Peg3 prom inh -20, KKLEB tox -6, PDI turbidity 0, Vif imaging -1, TRPM1 prom inh 11, Shn3 inh set2 17, CF NFkB block 22 and CaV13 ICDI inh -4.
`O=S(=O)(NNC(=S)Nc1ccc(S(=O)(=O)Nc2ncccn2)cc1)c1ccc(Br)cc1` gave NR2E3 ag-1 4, NR2E3 ag-2 0, HIF-2a block 3, Peg3 prom inh 10, KKLEB tox 4, PDI turbidity 1, Vif imaging 5, TRPM1 prom inh -5, Shn3 inh set2 4 and CF NFkB block 26.
`CC(=O)c1ccc(C(=O)Nc2nnc(-c3ccc(Cl)cc3)o2)cc1` gave NR2E3 ag-1 0, NR2E3 ag-2 -28, HIF-2a block 21, Peg3 prom inh 32, KKLEB tox -17, PDI turbidity 2, Shn3 inh set2 -2, CF NFkB block 6 and CaV13 ICDI inh -5.
For COC(=O)C(C(=O)OC)C(CC(=O)c1ccc(C)cc1)c1cc(OC)c(OC)c(OC)c1 (stereo unspecified) the results were NR2E3 ag-1 -1, NR2E3 ag-2 -16, HIF-2a block 16, Peg3 prom inh 21, KKLEB tox 0, PDI turbidity -1, Vif imaging -8, TRPM1 prom inh 6, Shn3 inh set2 4, CF NFkB block -1 and CaV13 ICDI inh -4.
